aGal spleen mod: inhibitors or activators of human alpha-galactosidase in spleen homogenate; P06280; human spleen homogenate, 4MU-alpha-Gal fluorescence, 40 min; Potency, µM (series often up to 80 µM), for inactives: at the highest dose activity change, negative = inhibition, actives largely listed as inhibitors; actives 0.008% (n = 240,000); AID 2107;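 also: 0% = enzyme with vehicle and -100% = no enzyme basal signal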
Target sequence (P06280 32-429 limits assumed): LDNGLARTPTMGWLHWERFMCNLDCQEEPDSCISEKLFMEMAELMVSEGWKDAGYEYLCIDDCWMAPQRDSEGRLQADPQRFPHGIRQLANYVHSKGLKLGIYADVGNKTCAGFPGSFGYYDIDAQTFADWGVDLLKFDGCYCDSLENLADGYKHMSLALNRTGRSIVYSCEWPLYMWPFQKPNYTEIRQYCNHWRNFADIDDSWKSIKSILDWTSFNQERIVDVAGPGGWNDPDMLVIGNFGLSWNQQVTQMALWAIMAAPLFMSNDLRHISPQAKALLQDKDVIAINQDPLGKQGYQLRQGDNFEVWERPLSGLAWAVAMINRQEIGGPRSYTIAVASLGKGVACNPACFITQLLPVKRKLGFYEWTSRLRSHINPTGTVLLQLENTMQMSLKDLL
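Fluorogenic readout (Ex 365/Em 440 nm) of 4-methylumbelliferone released from 1 mM 4-MU-alpha-galactoside by spleen homogenate, 40 min at 37C, pH 5.0. Data normalized to no-enzyme and enzyme controls; Hill-equation AC50 from compound titrations.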
L3MBTL1 block: blocks human L3MBTL1; Potency, µM (titrated, usually from 57.1 µM), without a hit: at the highest dose activity, negative = inhibition, actives largely listed as inhibitors; actives 0.66% (n = 230,000); AlphaScreen L3MBTL1–H3K9me1 peptide binding; Q9Y468; AID 485360; also: nearly all actives have a fitted effect of over 60% in size
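L3MBTL1 50 nM + b-AHA-H3(1-15)K9me1 75 nM, 30 min RT; compound added, 30 min RT; streptavidin donor/Ni-chelate acceptor beads 10 ug/mL each final, 30 min RT dark; AlphaScreen read.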
Tau fibril FP: blocks human tau fibril formation measured by polarization; P10636; AID 1468; Potency, µM (top dose mostly 57.7 µM), for inactives: top-dose activity, negative = inhibition, hits mostly inhibitors; actives 0.39% (n = 280,000); K18 P301L tau heparin fibrillization, Alexa594 FP, 6 h; also: nearly all actives have a fitted effect of over 55% in size
Target sequence (P10636 561-689 P618L limits assumed): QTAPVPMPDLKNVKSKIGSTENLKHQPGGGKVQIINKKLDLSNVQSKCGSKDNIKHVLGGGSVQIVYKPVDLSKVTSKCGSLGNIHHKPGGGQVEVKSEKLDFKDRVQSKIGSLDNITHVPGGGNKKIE
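Compound effects on tau fibrillization are measured by Alexa 594 fluorescence polarization (ex 555, em 632 nm). K18 P301L tau is used at 15 uM with 0.24 uM labeled tracer, and 20 uM heparin induces aggregation over 6 hr at 37 C.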
ALDH1A1 block: blocks purified human ALDH1A1 activity. actives 7.3% (n = 220,000). P00352. Potency, µM (highest dose often 75.3 µM), without a hit: top-dose activity, negative = inhibition, usual class: inhibitors. AID 1030. Purified ALDH1A1, NADH fluorescence, propionaldehyde substrate; active = well fitted inhibition curve with a large enough effect, not every such curve was filed as active; inconclusive = small, poorly fitted or top-dose-only effect, or another doubt; inactive = no such curve, though single readings can be large or run the other way;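 also: plate controls were no enzyme wells and a reference inhibitor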
Target sequence (P00352 whole entry, looked up): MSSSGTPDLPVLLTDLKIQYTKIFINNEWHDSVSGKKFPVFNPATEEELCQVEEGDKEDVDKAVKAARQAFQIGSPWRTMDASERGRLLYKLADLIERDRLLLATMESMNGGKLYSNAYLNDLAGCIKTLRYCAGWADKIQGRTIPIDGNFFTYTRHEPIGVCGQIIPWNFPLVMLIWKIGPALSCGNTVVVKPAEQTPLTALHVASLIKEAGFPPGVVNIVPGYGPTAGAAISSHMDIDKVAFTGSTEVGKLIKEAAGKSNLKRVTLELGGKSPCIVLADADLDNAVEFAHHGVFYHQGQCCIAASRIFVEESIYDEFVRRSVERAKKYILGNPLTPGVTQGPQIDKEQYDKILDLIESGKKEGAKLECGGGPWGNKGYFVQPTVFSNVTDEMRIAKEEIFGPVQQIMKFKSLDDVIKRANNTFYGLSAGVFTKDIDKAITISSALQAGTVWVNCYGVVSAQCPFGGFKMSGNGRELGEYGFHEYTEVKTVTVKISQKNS
TR SRC2 fluor cs: Texas Red fluorescence interference in TRb-SRC2 counter-screen; Potency, µM (series often up to 106 µM), without a hit: at the top dose fluorescence change, negative = quenching; actives 0.29% (n = 280,000); TRb/SRC2 Texas Red total fluorescence interference; AID 1479; active = well fitted curve in either direction with a large enough effect; inconclusive = small, poorly fitted or top-dose-only effect
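Flags fluorescent or light-absorbing compounds by total fluorescence, S + 2P, at 555 nm excitation and 632 nm emission. Mixture: 20 nM Texas Red SRC2 peptide, 0.6 uM human TRb LBD, 1 uM T3, 5% DMSO; compound exposure 5 h at ambient temperature.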
Tau fibril ThT: tau fibrillization inhibition (ThT binding). P10636. Potency, µM (series often up to 57.4 µM), for inactives: at the highest dose activity, negative = inhibition, usual class: inhibitors. recombinant tau K18 P301L, heparin-induced fibrillization, ThT fluorescence. actives 2.1% (n = 270,000). AID 1460; also: nearly all actives have a fitted effect of over 55% in size
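K18 P301L tau (15 uM + 0.24 uM Alexa 594-tagged), heparin 20 uM, NaOAc pH 7, 6 h 37 C; ThT 30 uM, 1 h RT, ex 450/em 510 nm.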
TRb-SRC2 inh: TRbeta-SRC2 interaction inhibition. P10828. TRbeta-SRC2 peptide binding, fluorescence polarization; receptor liganded with 1 µM T3. Potency, µM (titrated, usually from 106 µM), for inactives: at the top dose activity change, negative = inhibition, most hits filed as inhibitors. actives 0.065% (n = 280,000). AID 1469;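 also: plate controls were bound peptide for no effect and peptide without receptor for full effect; nearly all actives have a fitted effect of over 50% in size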
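Fluorescence polarization of 20 nM Texas Red SRC2 peptide with 0.6 uM human TRb ligand-binding domain, in Tris buffer with 1uM T3 and 5% DMSO. Incubated 5 hr ambient; normalized to unbound and bound controls.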
Tau fluor cs: counter-screen for tau fibril formation inhibitors; actives 0.93% (n = 280,000); Potency, µM (top dose mostly 57.7 µM), for inactives: at the top dose activity change, negative = decrease; tau K18 P301L (four-repeat tau fragment) Alexa594 fluorescence, heparin fibrillization; also: nearly all actives have a fitted effect of over 55% in size
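Human K18 P301L tau (15 uM unlabeled plus 0.24 uM Alexa 594-labeled, final) in 100 mM sodium acetate pH 7 was mixed with compound and 20 uM heparin and incubated 6 hr at 37 C.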
* = called active by the depositor; ? = inconclusive; . = not tested or not shown; & = joins results of further samples; [ ] = dose if it differs, or a comment. Unless noted, calls follow the shape of the dose curve; as a rule, active = well fitted curve in the direction sought with a large enough effect; inconclusive = small, poorly fitted or top-dose-only effect, or another doubt; inactive = no such curve, though single readings can be large; an effect the other way counts as inactive or inconclusive. Unless noted, % is scaled to controls: 0 for no effect and ±100 for the full control effect; potency is read from the fitted curve at half-maximal effect.

SMILES	aGal spleen mod	L3MBTL1 block	Tau fibril FP	ALDH1A1 block	TR SRC2 fluor cs	Tau fibril ThT	TRb-SRC2 inh	Tau fluor cs
CC(C)C(=O)NC(=O)C1CCCN1C(=O)/C=C/c1ccccc1 (centres undefined)	-2%[17.5 µM]	.	2%[11.6 µM]	-1%[13.5 µM]	1%[11.2 µM]	1%[11.5 µM]	5%[11.2 µM]	2%[11.6 µM]
COc1ccc(C2=NO[C@@H]3C(=O)N(c4cccc(C)c4C)C(=O)[C@H]23)cc1OC	0%	.	1%	5%	-3%	-1%	-6%	-5%
Cc1c(-c2nc(-c3ccc4c(c3)[nH]c(=O)n4C)no2)cccc1[N+](=O)[O-]	.	.	6%	.	1%	-11%	-1%	-1%
COC(=O)NCC12CC3CC(C1)CC(CNC(=O)OC)(C3)C2	6%	1%	-3%	10%	-1%	4%	-9%	6%
O=C(OCc1ccccc1)N1CCOCCN(C(=O)OCc2ccccc2)CCOCC1	-7%	-7%	-7%[2.34 µM]	-2%	13%	8%	-5%	3%
O=C(NCc1ccco1)c1cc(-c2cccnc2)nc2ccc(Cl)cc12	0%	-4%	-2%	?	-4%	?	-3%	-20%
OC(CN1CCOCC1)c1ccc(F)cc1 (centres undefined)	10%	-6%	-3%	-11%	-1%	1%	-8%	-6%
O=C(Nc1cccn(Cc2c(Cl)cccc2Cl)c1=O)c1ccc(Cl)cc1Cl	-4%	0%	-9%	?	0%	-16%	-2%	-12%
COC(=O)CCS(=O)(=O)c1cc(Cl)ccc1Cl	17%	-9%	-3%	9%	-1%	-3%	-1%	-6%
COc1ccc(NC(=O)CN2C(=O)c3cccc4cccc2c34)cc1OC	17%	.	-5%	?	-2%	-3%	3%	-2%
COc1ccc(C(C(=O)NC2CCCC2)N(C(=O)c2ccoc2C)c2cc(C)cc(C)c2)cc1 (centres undefined)	-1%	2%	7%	-3%	-1%	-18%	-3%	-2%
CSc1ccc(S(=O)(=O)NCCSC(C)(C)C)cc1	2%	.	3%	7.9µM*	-1%	-2%	1%	-20%
CCCN(CCC)CC(O)CN(c1ccccc1)S(=O)(=O)c1ccc(C)cc1 (centres undefined)	-12%	.	5%	15%	0%	-8%	7%	-9%
CN1CCCc2cc(C#N)c(=O)[nH]c21	?	-15%[11.4 µM]	-3%	?	0%	-12%	1%	-3%
O=C(Cn1cnc2ccccc21)c1ccc(Br)cc1	2%	-10%	-1%	-13%	-2%	-6%	5%	-19%
CO/N=C\CC(=O)Nc1ccc(Oc2ccccc2)cc1	1%	10%	2%	?	-1%	-13%	1%	-9%
O=C(CSc1cn(Cc2ccccc2)c2ccccc12)NCc1ccc(F)cc1	-1%	-2%	8%	7.9µM*	-2%	-1%	8%	-2%
Cc1nn(-c2ccccc2)c(N2CCCC2)c1/C=N/NC(=O)c1cc(-c2ccccn2)nc2ccccc12	10%	-17%	4%	-1%	-3%	?	3%	?
CCOc1cc(CN2CCN(c3cccc(C(F)(F)F)c3)CC2)ccc1O	2%	-3%	1%	-1%	-5%	-15%	6%	-22%
CCc1cccc(Nc2ncnc3onc(-c4ccc(F)cc4)c23)c1	.	.	-15%	.	3%	1%	3%	-22%
CC(C)(O)C#Cc1ccc(CN2CCN(C3CCCC3)C(CCO)C2)cc1 (centres undefined)	1%	2%	-2%	-3%	0%	-12%	11%	-11%
COCCCNC(=O)C(C)n1c2ccccc2c2cnn(C)c(=O)c21 (centres undefined)	.	.	5%	.	0%	0%	1%	2%
Cc1cc(C)c(NS(=O)(=O)c2cc(-c3cnc(C4CC4)o3)ccc2C)c(C)c1	.	.	?	.	-1%	5%	-3%	-5%
Cc1ccccc1NC(=O)CCC(=O)N/N=C/c1cc([N+](=O)[O-])ccc1O	4%	?	-3%	?	2%	?	-1%	-14%
CCN(CC)CC(=O)Nc1ccc(-c2nc3cc(NC(=O)CN(CC)CC)ccc3o2)cc1	9%	.	-3%	?	-1%	1%	8%	-2%
Cc1ccc(Cl)cc1NC(=O)c1ccc2nc(CCc3ccccc3)oc2c1	.	.	-15%	.	-3%	-13%	4%	-9%
O=C(CCc1nnc(CCCCc2ccccc2)o1)NCCN1CCCCC1=O	5%	-8%	-10%	-3%	0%[53 µM]	6%	0%[53 µM]	-1%
CSc1ncc(-c2ccc(Cl)cc2)[nH]1	1%	?	8%	.	-2%	-4%	6%	-2%
CCc1nn2c(=O)cc(CSc3nc(C)cc(=O)[nH]3)nc2s1	14%	.	-1%	1%	2%	-8%	-2%	-6%
CCCCC(=O)NCc1nc2cccnc2n1Cc1ccc(OC)cc1	.	.	-3%	.	-3%	5%	-11%	-1%
CC(=C/c1ccccc1)/C=N/NC(=O)c1cnccn1	1%	.	0%	-1%	-3%	-15%	3%	-6%
Cc1ccccc1NC(=O)C1CCC(C)(C(=O)O)C1(C)C (centres undefined)	-9%	3%	3%	-3%	-4%	-6%	0%	2%
COc1ccc(-n2c(SCC(=O)NCc3ccccc3)nc3n[nH]c(C)c3c2=N)cc1	.	.	-4%	.	0%	-3%	3%	-12%
COc1cc2c(c(OC)c1OC)-c1ccc(OC)c(=O)cc1[C@@H](NC(C)=O)CC2	3%&7%&4%&3%&2%	.	-1%&6%&-10%	-10%&2%&0%&-12%&-6%	-2%	-3%&-2%&-4%	-6%	-10%&-3%&-7%
CCCn1c(=N)c(C(=O)NCc2cccnc2)cc2c(=O)n3ccccc3nc21	.	.	-2%	.	-2%	-6%	2%	-11%
Cc1cc(NC(=O)CSc2nnc3c(C)cc4cc(C)c(C)cc4n23)no1	8%	6%	-6%	2%	1%	-2%	3%	-6%
Brc1ccc2[nH]ncc2c1	0%	0%	5%	5%	-1%	2%	2%	2%
O=C(COC(=O)c1ccc(-c2cnc3ccccc3n2)cc1)c1ccccc1	-2%	1%	-16%	9%	0%	?	-23%	-5%
CCc1ccc2oc(-c3cccc(NC(=O)c4ccc(N5CCC(C)CC5)c([N+](=O)[O-])c4)c3)nc2c1	.	.	-22%	.	-2%	?	-3%	-18%
CCCN(CCC)CCNC(=O)Cn1cnc2sc(C)c(S(=O)(=O)N3CCN(c4ccccc4OC)CC3)c2c1=O	.	.	-8%	.	-2%	-4%	-2%	-12%

For reference, 3 of the compounds above.
SMILES	aGal spleen mod	L3MBTL1 block	Tau fibril FP	ALDH1A1 block	TR SRC2 fluor cs	Tau fibril ThT	TRb-SRC2 inh	Tau fluor cs
Cc1cc(NC(=O)CSc2nnc3c(C)cc4cc(C)c(C)cc4n23)no1	8%	6%	-6%	2%	1%	-2%	3%	-6%
Brc1ccc2[nH]ncc2c1	0%	0%	5%	5%	-1%	2%	2%	2%
O=C(COC(=O)c1ccc(-c2cnc3ccccc3n2)cc1)c1ccccc1	-2%	1%	-16%	9%	0%	?	-23%	-5%

(list continues)
SMILES	aGal spleen mod	L3MBTL1 block	Tau fibril FP	ALDH1A1 block	TR SRC2 fluor cs	Tau fibril ThT	TRb-SRC2 inh	Tau fluor cs
O=C(Nc1cc(Cl)cc(Cl)c1)C(NCC1CCCO1)c1ccccc1 (centres undefined)	0%	17%	2%	4.5µM*	-3%	-10%	3%	-19%
Cc1oc2ncn(CC(C)C)c(=O)c2c1C(=O)NCCCN1CCC(C)CC1	.	.	-3%	.	-67%	-4%	-17%	-7%
C#CCCCO/N=C1/C[C@@H](O)[C@@H](O)[C@@H]2[C@@H]3C(=O)N(CC)C(=O)[C@H]3CC[C@H]12	-8%[17.5 µM]	.	8%[11.6 µM]	2%[13.5 µM]	2%[11.2 µM]	0%[11.5 µM]	-3%[11.2 µM]	2%[11.6 µM]
CCN(CC)CCNC(=O)C(=O)NCC(c1cccnc1)N1CCN(c2ccccc2)CC1 (centres undefined)	.	.	4%	.	89µM*[quencher]	1%	-25%	3%
O=C(CSc1nnc(CCc2nc3ccccc3[nH]2)n1-c1ccccc1)NCc1ccco1	-3%	.	-7%	6%	-1%	-3%	-7%	-2%
CC(C)(C)OC(=O)N1CCC(c2c(C(=O)N3CCN(c4ncccn4)CC3)cnn2-c2ccc(F)cc2F)CC1	.	.	1%	.	-54%	-18%	-10%	-11%
C#CCOCCOCCOCCNc1nc(N2CCN(C(=O)Cn3cc(CC(C)O)nn3)CC2)nc(N2CCN(C(=O)[C@H]([C@@H](C)CC)n3cc(CCCN=C(N)N)nn3)CC2)n1 (some centres undefined)	-11%	-1%	-3%	3%	-1%	-4%	-1%	-6%
COc1ccc(CN2COc3ccc4c(-c5ccccc5)cc(=O)oc4c3C2)cc1OC	.	.	8%	.	-7%	-18%	7%	-9%
O=C(CCCCn1c(=O)c2ccccc2n(Cc2ccc(F)cc2Cl)c1=O)NCCc1ccc(Cl)cc1	.	.	-5%	.	4%	-2%	-2%	-5%
COc1ccc(C(C(=O)Nc2ccc(C(C)C)cc2)N(Cc2ccco2)C(=O)CC2NC(=O)NC2=O)cc1 (centres undefined)	-3%	.	-10%	25µM*	-7%	-13%	-10%	-9%
OC(CNCc1ccc(-c2ccccc2)cc1)c1ccccc1 (centres undefined)	12%	-1%	2%	-1%	-3%	2%	-4%	-3%
Nc1cnn([C@@H]2O[C@H](CO)[C@@H](O)[C@H]2O)c(=O)n1	-5%	.	.	?	-3%	.	5%	.
NC(=O)CNC(=O)c1ccc(Cl)cc1	4%	3%	-10%	-2%	0%	1%	-7%	-2%
C/C(=N/NC(=O)c1ccoc1C)C12CC3CC(CC(C3)C1)C2	5%	.	1%	-11%	-5%	-12%	-2%	-8%
CC1CCN(S(=O)(=O)c2cccc(C(=O)O)c2)CC1	-3%	.	-4%	-1%	-2%	-5%	-5%	-6%
CCOC(=O)c1cc(C(=O)OCC)c2cc(Br)ccc2n1	6%	23%	3%	?	0%	-17%	0%	-12%
CCOC(=O)c1c(N)sc2c1CCS(=O)(=O)C2	1%	-2%	-15%	28µM*	5%	?	-15%	-15%
CC(C)COC(=O)N1CC(O)CC1C(=O)O (centres undefined)	1%	5%	-1%	-3%	-8%	7%	-4%	3%

Bioassay records from PubChem BioAssay.
